Pyk2 oligo antag – antagonists of human Pyk2 oligomerization. Q293 cells, Pyk2 FERM NanoBiT luminescence; stronger effect = lower value. z-score (the deposit names both 25 µM and 10 µM). actives 0.83% (n = 99,000). AID 1347419;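 active means Z-score of -3 or lower, scaled per plate to the spread of control and sample wells; inactive means z-score above -3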;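 further: negative z-score means lost luminescence so less FERM oligomerization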
Target sequence (Q14289 whole entry, looked up): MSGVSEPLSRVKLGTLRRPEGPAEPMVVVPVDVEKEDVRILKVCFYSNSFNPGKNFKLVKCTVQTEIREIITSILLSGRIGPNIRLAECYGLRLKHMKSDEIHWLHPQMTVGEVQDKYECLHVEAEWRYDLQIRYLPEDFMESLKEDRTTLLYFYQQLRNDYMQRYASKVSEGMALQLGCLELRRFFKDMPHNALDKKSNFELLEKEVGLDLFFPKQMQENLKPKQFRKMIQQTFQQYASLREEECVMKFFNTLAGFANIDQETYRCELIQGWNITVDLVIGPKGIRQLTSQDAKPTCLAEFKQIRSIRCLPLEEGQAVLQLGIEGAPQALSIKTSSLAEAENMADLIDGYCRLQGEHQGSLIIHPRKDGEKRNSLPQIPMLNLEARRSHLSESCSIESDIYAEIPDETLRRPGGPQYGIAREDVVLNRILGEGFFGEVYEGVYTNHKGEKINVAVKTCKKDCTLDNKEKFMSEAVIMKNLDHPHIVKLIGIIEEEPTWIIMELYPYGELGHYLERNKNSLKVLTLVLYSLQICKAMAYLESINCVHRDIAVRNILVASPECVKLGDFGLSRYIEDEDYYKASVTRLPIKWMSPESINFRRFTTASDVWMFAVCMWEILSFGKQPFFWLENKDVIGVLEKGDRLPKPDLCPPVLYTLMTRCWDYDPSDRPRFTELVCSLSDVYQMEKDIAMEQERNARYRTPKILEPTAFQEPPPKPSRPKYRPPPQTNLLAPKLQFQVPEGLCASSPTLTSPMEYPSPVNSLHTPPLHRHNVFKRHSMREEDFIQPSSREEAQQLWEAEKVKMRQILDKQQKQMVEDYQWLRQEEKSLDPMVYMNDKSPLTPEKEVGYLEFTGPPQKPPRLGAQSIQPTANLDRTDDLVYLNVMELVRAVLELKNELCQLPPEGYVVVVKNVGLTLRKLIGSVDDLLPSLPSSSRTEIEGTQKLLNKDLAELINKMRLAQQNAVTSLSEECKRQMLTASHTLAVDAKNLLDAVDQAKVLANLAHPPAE
F-actin modifier – alters cytoskeleton assembly in HUVEC cells | AID 836 | actives 0.18% (n = 91,000) | HUVEC TNFa F-actin phalloidin imaging, high content | inhibition, % at 2 µM;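 active means inhibition above the batch mean plus 3 SD and confirmed as a hit by visual image inspection, cut at about 30% in these data, passing the limit was not always enough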; further: strong numbers were not always called active
HUVEC tox TNFa – HUVEC cytotoxicity counter-screen, TNF alpha stimulated | cell count reduction, % at 2 µM | actives 0.17% (n = 93,000) | HUVEC TNFalpha-stimulated, Hoechst cell count, imaging;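 active means cell count reduction exceeding the screen mean by over 5 SD, scaled to untreated wells per plate, cut at about 78% in these data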;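 further: cells counted after 24 h of TNF alpha exposure following the 1 h pretreatment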
Lung fibro prol – blocks proliferation of human lung fibroblasts. AID 719. viability, % at 10 µM. actives 1.1% (n = 85,000). LL 47 human lung fibroblast viability, ATP luminescence; stronger effect = lower value;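 active means viability at or below 50% in the single dose screen; inactive means viability above 50%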;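 further: compound exposure lasted 72 h before the ATP readout; 100% = median luminescence of untreated cell-only wells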
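Signal: luminescent ATP detection, CellTiter-Glo; assay system: LL 47 human lung fibroblasts; input: 1,150 cells/well; incubation: overnight cell rest, 72 h compound treatment at 37 °C; measure: % viability versus median cells-only luminescence; medium: IMEM growth medium with 15% fetal bovine serum; dosing: compound addition at 0.1% DMSO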
Smad3 inh – blocks human Smad3 binding to FoxH1 peptide | P84022 | TR-FRET Smad3/Dy647-FoxH1 peptide binding, europium anti-His | inhibition, % at 25 µM | actives 0.29% (n = 88,000);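 active means compounds that reduce the energy-transfer binding signal between the protein and its labelled peptide by more than half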;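 further: 0% = Smad3 plus labelled peptide maximal FRET and 100% = peptide-only background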
HUVEC tox IL1B – toxic to HUVEC cells under IL-1B stimulation. actives 0.41% (n = 94,000). HUVEC cell count loss, Hoechst imaging, IL-1B stimulated. cell count reduction, % at 2 µM. AID 845;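 active means cell count reduction more than 3 SD above the screen-wide mean, cut at about 70% in these data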;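 further: normalized per plate to untreated control cells as the no-loss baseline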
VCAM1 TNFa inh – reduces TNF alpha induced VCAM1 expression in HUVEC. actives 0.48% (n = 95,000). inhibition, % at 2 µM. HUVEC TNFa-induced VCAM-1 immunofluorescence, high-content imaging. AID 802;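 active means inhibition above the batch mean plus 3 SD, with images confirmed as a hit by eye, cut at about 37% in these data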;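 further: 0% = TNF-stimulated DMSO wells and 100% = unstimulated control wells; not every result past the cut was called active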
HUVEC prolif 384 – blocks proliferation of human endothelial cells. HUVEC proliferation, CellTiter-Glo luminescence, 72 h; stronger effect = lower value. viability, % at 10 µM (by protocol). actives 1.1% (n = 86,000). AID 648;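 active means viability at or below 30%; inactive means viability above 30%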;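 further: 100% = median luminescence of DMSO-only cell control wells on each plate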
H69AR inhibit – growth inhibitors of human H69AR lung tumor cells; H69AR lung tumor viability, ATP luminescence, 72 h; stronger effect = lower value; viability, % at 10 µM; actives 6% (n = 85,000);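 active means viability at or below 40%; inactive means viability above 40%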;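 further: multidrug resistant small cell line overexpressing MRP-1 efflux transporter; 100% = mean luminescence of untreated control wells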
* = called active by the depositor; . = no result given. The list is partial; count on the stated rates, not on these rows.

Molecule	Pyk2 oligo antag	F-actin modifier	HUVEC tox TNFa	Lung fibro prol	Smad3 inh	HUVEC tox IL1B	VCAM1 TNFa inh	HUVEC prolif 384	H69AR inhibit
CCOC(=O)c1nn(-c2ccc(C)cc2)cc1C(=O)c1ccccc1	-1.7	1	-26	.	.	-18	-1	.	.
Cc1ccc(-c2ccc(=O)n(CC(=O)NCCCN3CCCCC3)n2)cc1	0.84	11	-36	101	0	15	0	113	98
Cc1onc(-c2ccccc2Cl)c1C(=O)N1CCCCC1C(=O)O (stereo not drawn)	.	11	-17	105	-11	-60	2	96	96
Cc1ccc2c(C(=O)CN3CCSCC3)c(C)[nH]c2c1	0.78	2	-1	96	5	-15	18	91	100
CCN1CCN(C(=O)c2cc3sccc3n2CC(=O)c2ccccc2)CC1	-1.5	-14	-14	99	0	8	7	93	90
COc1ccc(Cc2nc3ccc(S(=O)(=O)N4CCOCC4)cc3[nH]2)cc1OC	-0.54	30	-12	95	-21	-19	-5	101	95
CCOC(=O)N1CCC(N2C(=O)c3ccccc3C2Nc2ccc3c(c2)OCCO3)CC1 (stereo not drawn)	.	-4	-18	89	1	1	1	86	84
O=C(CN1C(=O)c2cccc3cccc1c23)N1CCN(Cc2ccc3c(c2)OCO3)CC1	0.61	1	-17	.	.	31	-2	.	.
O=C(NN1c2ccccc2CCc2ccccc21)c1ccccc1Br	-1.4	-17	11	.	.	12	0	.	.
CCOC(=O)Nc1ccc(S(=O)(=O)Nc2cc(C)nc(C)n2)cc1	0.72	-7	2	94	-1	-5	9	86	90
COC(=O)c1ccccc1NC(=O)CN(C)S(=O)(=O)c1ccc(OC)cc1	0.04	-10	-7	98	19	18	3	88	88
CCCCN(C(=O)NC(=O)Nc1cccc(C)c1C)S(C)(=O)=O	0.23	-73	70	97	-10	20	90*	97	93
CCCC(=O)Nc1cccc2c1CCCC2	0.63	27	-28	99	-6	-28	4	101	91
O=c1[nH]c2c(s1)C(c1ccccc1)C1C3CCC(C3)C1S2 (stereo not drawn)	-0.72	7	-14	103	4	4	-16	115	87
CCOC(=O)c1sc(N)nc1C(C)(C)C	0.22	-30	0	.	.	-44	20	.	.

VCAM1 TNFa inh: what is marked active above
Compound,Pyk2 oligo antag,F-actin modifier,Smad3 inh,VCAM1 TNFa inh
CCCCN(C(=O)NC(=O)Nc1cccc(C)c1C)S(C)(=O)=O,0.23,-73,-10,90*

Of the compounds above, 2 have four or more nitrogen atoms:
Molecule	Pyk2 oligo antag	F-actin modifier	HUVEC tox TNFa	Lung fibro prol	Smad3 inh	HUVEC tox IL1B	VCAM1 TNFa inh	HUVEC prolif 384	H69AR inhibit
Cc1ccc(-c2ccc(=O)n(CC(=O)NCCCN3CCCCC3)n2)cc1	0.84	11	-36	101	0	15	0	113	98
CCOC(=O)Nc1ccc(S(=O)(=O)Nc2cc(C)nc(C)n2)cc1	0.72	-7	2	94	-1	-5	9	86	90

Exported with each value named: part of the list above.
SMILES: O=C(CN1C(=O)c2cccc3cccc1c23)N1CCN(Cc2ccc3c(c2)OCO3)CC1
  Pyk2 oligo antag = 0.61
  F-actin modifier = 1
  HUVEC tox TNFa = -17
  Lung fibro prol = .
  Smad3 inh = .
  HUVEC tox IL1B = 31
  VCAM1 TNFa inh = -2
  HUVEC prolif 384 = .
  H69AR inhibit = .

SMILES: O=C(NN1c2ccccc2CCc2ccccc21)c1ccccc1Br
  Pyk2 oligo antag = -1.4
  F-actin modifier = -17
  HUVEC tox TNFa = 11
  Lung fibro prol = .
  Smad3 inh = .
  HUVEC tox IL1B = 12
  VCAM1 TNFa inh = 0
  HUVEC prolif 384 = .
  H69AR inhibit = .

SMILES: CCOC(=O)Nc1ccc(S(=O)(=O)Nc2cc(C)nc(C)n2)cc1
  Pyk2 oligo antag = 0.72
  F-actin modifier = -7
  HUVEC tox TNFa = 2
  Lung fibro prol = 94
  Smad3 inh = -1
  HUVEC tox IL1B = -5
  VCAM1 TNFa inh = 9
  HUVEC prolif 384 = 86
  H69AR inhibit = 90

SMILES: COC(=O)c1ccccc1NC(=O)CN(C)S(=O)(=O)c1ccc(OC)cc1
  Pyk2 oligo antag = 0.04
  F-actin modifier = -10
  HUVEC tox TNFa = -7
  Lung fibro prol = 98
  Smad3 inh = 19
  HUVEC tox IL1B = 18
  VCAM1 TNFa inh = 3
  HUVEC prolif 384 = 88
  H69AR inhibit = 88

(cont.)
Molecule	Pyk2 oligo antag	F-actin modifier	HUVEC tox TNFa	Lung fibro prol	Smad3 inh	HUVEC tox IL1B	VCAM1 TNFa inh	HUVEC prolif 384	H69AR inhibit
Cc1nc(NCCc2ccccc2)c2oc3ccccc3c2n1	1.9	19	-4	98	5	5	-8	82	69
CCN(CCCNC(=O)C1CCC(=O)N1Cc1ccc(C)cc1)c1cccc(C)c1 (stereo not drawn)	1.7	1	-34	97	9	-5	5	93	88
O=C(c1cccc(F)c1)N1CCc2ccccc2C1	1.2	-1	-19	97	-1	-7	-12	100	98
CCOc1ccc(CNC(=O)c2cc3oc4ccccc4c3n2C)cc1	0.43	1	-29	102	-16	-5	4	93	109
C=CCNC(=O)c1cnc2n(c1=O)CCS2	.	.	.	102	6	.	.	98	106
CCOC(=O)CSc1nc2sc3c(c2c(=O)n1C1CCCCC1)CCN(C)C3	0.91	-6	.	103	8	-61	14	86	87
Cc1cc(=O)oc2cc(OCC(=O)NCc3ccco3)ccc12	-0.07	-6	9	99	8	-19	2	103	96
Cc1ccc(C2c3c(-c4ccccc4O)n[nH]c3C(=O)N2Cc2ccncc2)cc1 (stereo not drawn)	-2.4	-12	-5	57	-4	-17	-5	49	7.6*
O=C(CSC1=NS(=O)(=O)c2ccccc21)Nc1ccccc1	.	-2	-17	53	2	-41	4	48	19*
CCn1c(SCC(=O)NCc2ccco2)nc2cccnc21	0.87	4	-24	100	-2	-3	-3	99	86
CC(C)n1cc(C(=O)c2cc(Br)ccc2O)cc(C#N)c1=O	-0.98	18	10	96	8	4	-6	98	100
CN(C)c1nc(OCCOC(=O)c2ccccc2)nc(N(C)C)n1	-0.3	67	-6	97	-5	3	-9	110	93
O=C(/C=C/c1ccc(Cl)cc1)c1cccnc1	-1.2	5	-4	25*	14	5	3	63	38*
C=CCC(C(=O)OC)(C(=O)OC)c1ccc([N+](=O)[O-])cn1	-0.52	-2	-14	.	.	-3	-14	.	.
CCCn1c(/N=C/c2c[nH]c3ccccc23)nc2ccccc21	-0.42	15	-4	97	18	-25	-11	84	95
CCSc1nc(N)c2c3c(sc2n1)CCC3	0.7	-9	-3	98	-2	-16	-2	105	100

Looked up above:
For HUVEC tox IL1B, `Cc1ccc(C2c3c(-c4ccccc4O)n[nH]c3C(=O)N2Cc2ccncc2)cc1` (stereo not drawn) is entered as -17
For HUVEC prolif 384, `Cc1cc(=O)oc2cc(OCC(=O)NCc3ccco3)ccc12` is entered as 103
For Smad3 inh, `O=C(/C=C/c1ccc(Cl)cc1)c1cccnc1` is entered as 14

Screening data: PubChem BioAssay, several laboratories
